SMN2 splice enh: SMN2 splice variant enhancement. AID 1458. HEK293 SMN2-luciferase splicing reporter, luminescence, 30-36 h. Potency, µM (titrated, usually from 46.1 µM), without a hit: at the top dose activity change, positive = activation, hits mostly activators. actives 2.8% (n = 210,000); further: potency means the concentration at half of the fitted maximal effect; % of control where 0% means no effect; nearly all actives have a fitted effect of over 55% in size
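HEK293 cells carry an SMN2 […]–luciferase reporter in which exon 7 inclusion puts luciferase in frame. Cells were plated 10-12 h before compound addition, then incubated 30-36 h at 37C. ONE-Glo luminescence was read; sodium butyrate at 4.5 mM final served as control.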
KinaseGlo FLuc: Kinase-Glo luciferase inhibition (counter-screen); Kinase-Glo luciferase, ATP luminescence, 8 min; AID 1379; actives 0.28% (n = 200,000); Potency, µM (highest dose often 38.3 µM), for inactives: top-dose activity change, negative = inhibition, hits mostly inhibitors; further: potency means the concentration at half of the fitted maximal effect; on the % scale 0 is the no-effect control and ±100 the full control effect; nearly all actives have a fitted effect of over 60% in size
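Inhibition of Kinase-Glo luciferase light generation was assessed at 10 uM ATP in pH 7.2 imidazole buffer, with luminescence measured after eight minutes at ambient temperature.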
HTT cytoprotect: cytoprotection in Huntington HTT-Q103 PC12 cell model; PC12 HTT-Q103 induced, cytoprotection, ATP luminescence, 40 h; Potency, µM (series often up to 56.4 µM), for inactives: cytoprotection (ATP increase), most hits filed as activators; actives 0.14% (n = 230,000);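 further: potency means the concentration at half of the fitted maximal effect; % of control where 0% means no effect; nearly all actives have a fitted effect of over 45% in size; toxic huntingtin expression switched on by the ecdysone agonist tebufenozide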
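Quantitative HTS on tebufenozide-induced (100 nM) PC12 cells expressing HTTQ103 exon 1–GFP; compounds tested as a concentration series; survival measured via cellular ATP.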
HTT aggregate: reduces HttQ103-GFP aggregates in PC12 cells | PC12 HttQ103-GFP aggregates, Acumen cytometry, 40 h | Potency, µM (top dose mostly 46.1 µM), for inactives: at the highest dose activity change, negative = inhibition, usual class: inhibitors | actives 1.1% (n = 220,000) | AID 1688; further: potency means the concentration at half of the fitted maximal effect; on the % scale 0 is the no-effect control and ±100 the full control effect; nearly all actives have a fitted effect of over 60% in size
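PC12/HTTQ103-GFP, ecdysone-inducible; teb 100 nM; cpd qHTS titration; GFP aggregates read on laser cytometer, Ex 488/Em 500-530 nm.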
CBFb RUNX1 block: inhibitors of human CBF-beta and RUNX1 interaction | Q01196+Q13951 | AlphaScreen CBFb-His/RUNX1-biotin binding, biochemical | Potency, µM (titrated, usually from 59.8 µM), for inactives: top-dose activity, negative = inhibition, actives largely listed as inhibitors | 230,000 tested, under 10 active | AID 1477; further: % of control where 0% means no effect
Target sequence (Q01196 whole entry, looked up): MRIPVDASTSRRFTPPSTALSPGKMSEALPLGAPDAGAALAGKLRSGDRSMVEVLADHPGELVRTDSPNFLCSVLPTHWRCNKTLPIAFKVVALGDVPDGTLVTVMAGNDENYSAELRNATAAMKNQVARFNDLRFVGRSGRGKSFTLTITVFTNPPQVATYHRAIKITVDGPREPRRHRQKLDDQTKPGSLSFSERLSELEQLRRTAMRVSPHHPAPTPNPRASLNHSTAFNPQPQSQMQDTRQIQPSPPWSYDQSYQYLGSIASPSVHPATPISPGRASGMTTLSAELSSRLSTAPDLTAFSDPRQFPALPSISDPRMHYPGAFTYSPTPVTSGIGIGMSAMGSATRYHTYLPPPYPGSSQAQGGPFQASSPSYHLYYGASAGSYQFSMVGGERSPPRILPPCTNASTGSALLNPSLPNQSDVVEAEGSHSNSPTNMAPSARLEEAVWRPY
Target sequence (Q13951 whole entry, looked up): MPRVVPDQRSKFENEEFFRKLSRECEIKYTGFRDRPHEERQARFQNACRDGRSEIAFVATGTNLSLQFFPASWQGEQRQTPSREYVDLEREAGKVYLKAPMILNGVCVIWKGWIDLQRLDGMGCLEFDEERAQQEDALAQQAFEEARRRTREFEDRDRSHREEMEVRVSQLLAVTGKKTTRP
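CBF-beta (His) and RUNX1 (biotin), 30 nM each; 20 min preassociation; + compound, 15 min; + beads 50 ng each (Ni, streptavidin), 90 min; RT; AlphaScreen read.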
LMNA splice mod: changes lamin A minigene splicing in HeLa cells | HeLa LMNA splicing GFP/RFP minigene ratio, 48 h | actives 0.01% (n = 200,000) | Potency, µM (highest dose often 46.1 µM), for inactives: top-dose ratio change, negative = inhibition, most hits filed as inhibitors; active means well fitted inhibition curve with a large enough effect in the signal ratio, with a control signal flat, not every such curve was filed as active; inconclusive means small, poorly fitted or top-dose-only effect, or effect the other way, or a change in a side signal; the % refers to the signal ratio; further: potency means the concentration at half of the fitted maximal effect; on the % scale 0 is the no-effect control and ±100 the full control effect
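S3 HeLa cells stably expressing lamin A-EGFP splicing minigene plus DsRed2, 600 cells/well, 48 h compound exposure at 37C. Laser-scanning cytometry; analysed as GFP (500-530 nm)/RFP (575-640 nm) total intensity ratio; 0.5% DMSO vehicle.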
IMPase Li inh: membrane-permeable IMPase blocker, potentiated with lithium | CHO-M1 cells, IP1 TR-FRET (IP-One), carbachol + lithium | Potency, µM (titrated, usually from 59.4 µM), for the others: at the top dose activity, negative = IMPase inhibition, usual class: inhibitors | actives 0.35% (n = 210,000);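 further: IP1 builds up when IMPase is blocked and the TR-FRET signal falls; potency means the concentration at half of the fitted maximal effect; plate controls were basal vehicle for no effect and high inhibitor control for full effect; nearly all actives have a fitted effect of over 50% in size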
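CHO-M1, 2000 cells/well, 16–30 h culture; cpd + low Li+, 30 min 37C; lysis with d2-IP1/Eu-anti-IP1 Ab, 10 min RT; TR-FRET 665/620 ratio and 620 channel; AC50 via Hill.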
An asterisk follows results filed as active; ? = inconclusive; . = not tested or not shown; & = joins results of further samples; [ ] = dose if it differs, or a comment. Unless noted, the call rests on the fitted dose curve; in most records, active means well fitted curve in the direction sought with a large enough effect; inconclusive means small, poorly fitted or top-dose-only effect, or another doubt; inactive means no such curve, though single readings can be large; an effect the other way counts as inactive or inconclusive.

Sample of the layout (2 entries):
#	canonical_smiles	SMN2 splice enh	KinaseGlo FLuc	HTT cytoprotect	HTT aggregate	CBFb RUNX1 block	LMNA splice mod	IMPase Li inh
1	Cc1cc(C(=O)CN2C(=O)NC3(CCCc4ccccc43)C2=O)c(C)n1Cc1cccs1 (stereo not given)	10%	15%	-40%[inhibitor][10 µM]	-20%	-28%	-6%	0%[38.3 µM]
2	COc1ccc(OCC(O)CN2C(=O)c3ccccc3S2(=O)=O)cc1 (stereo not given)	-8%	-8%	-6%	1%	-1%	0%	-18%[38.3 µM]

The list itself, previewed entries included:
#	canonical_smiles	SMN2 splice enh	KinaseGlo FLuc	HTT cytoprotect	HTT aggregate	CBFb RUNX1 block	LMNA splice mod	IMPase Li inh
1	Cc1cc(C(=O)CN2C(=O)NC3(CCCc4ccccc43)C2=O)c(C)n1Cc1cccs1 (stereo not given)	10%	15%	-40%[inhibitor][10 µM]	-20%	-28%	-6%	0%[38.3 µM]
2	COc1ccc(OCC(O)CN2C(=O)c3ccccc3S2(=O)=O)cc1 (stereo not given)	-8%	-8%	-6%	1%	-1%	0%	-18%[38.3 µM]
3	O=C(c1cccc(F)c1)N1CCC2(CC1)CCN(C(c1ccccc1)c1ccccc1)CC2	-23%	1%	-82%[inhibitor]	.	.	.	16%
4	CCC(=O)N(CCC(Cc1ccccc1)c1ccco1)Cc1ccco1 (stereo not given)	.	-5%	16%[10 µM]	15%[9.22 µM]	-2%	.	24%
5	COc1cccc2c(=O)ccoc12	21%	4%	-6%	23%	2%	?	-7%[38.3 µM]
6	COc1ccc(NC(=O)c2c(OC)cccc2OC)c(OC)c1	30%	0%	-22%	-8%	-21%	-1%	44%[activator][38.3 µM]
7	CCN1CCCC1CNC(=O)C1CCCN(S(=O)(=O)c2cccc3nsnc23)C1 (stereo not given)	2%	-4%	-4%	13%	-2%	3%	1%[38.3 µM]
8	Cc1cccc(-n2nnnc2-c2cnccc2C(F)(F)F)c1C	.	.	7%[10 µM]	-6%[9.22 µM]	0%	.	.
9	COC(=O)c1cnn(-c2ccccc2)c1/C=N/NC(=S)Nc1ccc(Cl)cc1	.	.	-24%[10 µM]	-2%[9.22 µM]	4%	.	.
10	CCOC(=O)N/N=C\c1ccc([N+](=O)[O-])s1	-33%[inhibitor]	2%	-68%[inhibitor]	?	-8%	11%[9.22 µM]	-1%
11	Oc1ccc(Cl)cc1C=Nc1ccc(Br)cc1	.	.	-28%	5%	4%	.	-14%
12	C/C(=N\OCc1nc2ccccc2c(=O)n1/N=C/c1cc(C)cc([N+](=O)[O-])c1O)c1ccccc1	.	.	9%[10 µM]	-31%[9.22 µM]	?	.	.
13	CCn1cc(C(=O)NCc2cccnc2)c(=O)c2cc(F)c(N3CCN(C(=O)c4ccco4)CC3)cc21	-36%[inhibitor]	-5%	-9%	-16%	-3%	?	19%[38.3 µM]
14	CN(C)/C=C/C(=O)c1cnc2sccn2c1=O	3%	1%	16%	2%	-18%	22%[46 µM]	2%
15	CCCn1nc(C(=O)Nc2nnc(CC)s2)c2ccccc2c1=O	-6%	1%	-8%[10 µM]	-7%[9.22 µM]	-4%	.	15%
16	Cc1ccc(NC(=S)NCCN2CCOCC2)cc1C	-4%	-2%	-24%	10%	1%	-2%	4%[38.3 µM]
17	CN1CCCN(Cc2ccc(Cl)cc2Cl)CC1	-9%	2%	-29%	-10%	-5%	16%	43%[activator][38.3 µM]
18	C[n+]1cn(/N=C/c2ccccc2)c2ccccc21	9%	-4%	.	6%	-12%	?	0%
19	O=C(NCc1ccco1)c1cc(-c2ccco2)on1	1%	-5%	-2%	-3%	-1%	-2%	1%[38.3 µM]
20	Cc1ccc(-c2nc(C#N)c(NCC3CCCO3)o2)cc1 (stereo not given)	13µM*	3%	10%[10 µM]	17%[9.22 µM]	3%	?	2%
21	CC(=O)OC1(C(F)(F)F)Oc2ccccc2NC1=O (stereo not given)	-27%	-5%	9%[1.9 µM]	-18%	10%	-4%	8%[38.3 µM]
22	Nc1nc2c(s1)COc1ccccc1-2	.	-3%	12%[10 µM]	12%[9.22 µM]	-4%	?	-3%
23	CC(NCc1nc2ccccc2n1C)C12CC3CC(CC(C3)C1)C2 (stereo not given)	.	-1%	21%[10 µM]	-8%[9.22 µM]	-1%	6%[46 µM]	12%
24	CCCCC[C@H](O)/C=C/C=C\CCCCCCCC(=O)O	3%&-9%&-2%	1%	16%&-24%&-37%	.	26%&17%&-9%	.	-3%&-22%&7%
25	CC(=O)N1CCC[C@@]2(CCN(Cc3nccs3)C2)C1	-12%	-1%	8%	.	.	.	8%
26	CCCn1c(NC(=O)c2ccccc2Br)nc2ccccc21	-50%[inhibitor]	1%	5%[10 µM]	?	-4%	-29%[46 µM]	17%
27	CC(C)C(C(=O)OCC(=O)c1cccc([N+](=O)[O-])c1)N1C(=O)[C@@H]2[C@H]3CC[C@H](C3)[C@@H]2C1=O (stereo not given in full)	-38%[inhibitor]	1%	9%[10 µM]	-22%	-2%	-3%	1%
28	CC1(C)CC(=O)C2=C(C1)OC(N)=C(C#N)C2c1ccccc1[N+](=O)[O-] (stereo not given)	.	0%	0%[10 µM]	-7%[9.22 µM]	-7%	-11%[46 µM]	6%
29	Cc1cccc(N2CCN(C(=O)C3CCN(c4nnc(-n5cccc5)s4)CC3)CC2C)c1 (stereo not given)	-40%[inhibitor]	4%	-13%[10 µM]	?	3%	?	23%
30	O=C(c1coc2ccccc2c1=O)N1CCN(c2cccc(C(F)(F)F)c2)CC1	-18%	-2%	12%[10 µM]	-2%	-10%	4%	11%[38.3 µM]
31	COc1ccc(CN(C(=O)c2nsc(Cl)c2Cl)C(C(=O)NC2CCCC2)c2ccc(C)cc2)cc1 (stereo not given)	-37%[inhibitor]	-3%	10%[10 µM]	-15%	7%	-27%	4%
32	COc1ccc(C2/C=C\CN(S(=O)(=O)c3ccc(-c4ccccc4)cc3)CC(=O)N2Cc2ccc(F)cc2)cc1 (stereo not given)	.	.	11%[10 µM]	-17%[9.22 µM]	10%&11%	.	.
33	O=C(CSCc1ccc(Cl)cc1)N/N=C/c1ccc(OCC(=O)Nc2ccccc2)cc1	4%	-2%	-7%	31%	5%	16%	15%[38.3 µM]
34	CCN1C(=O)/C(=C\c2ccncc2)SC1=Nc1ccc(C)c(C)c1	-110%[inhibitor]	-2%	1%[0.074 µM]	?	-20%	4%	8%
35	CC(C)(C)c1ccc(C(=O)NC(Cc2ccccc2)C(=O)O)cc1 (stereo not given)	1%	1%	-10%	8%	3%	19%	-17%[38.3 µM]
36	O=C(O)CSc1c(-c2cccs2)[nH]c2ccccc12	-11%	0%	25%[10 µM]	18%	3%	-1%	2%
37	COc1ccc(NC(=O)c2[nH]c(C)c(C(C)=O)c2C)cc1	.	3%	-66%[inhibitor]	5%	13%	.	7%
38	CN(CCc1ccccn1)C(=O)CCC1CCCN(C(=O)c2n[nH]c3c2CCCC3)C1 (stereo not given)	.	.	-43%[inhibitor]	11%	8%	.	.
39	CCCCn1c(=O)c2[nH]c(C34CC5CC(CC3C5)C4)nc2n(CCCO)c1=O	.	-4%[39.9 µM]	-122%[inhibitor]	.	9%	.	6%
40	COc1ccc2nc(-c3ccccc3)cc(OC)c2c1	?	-4%	-9%[0.074 µM]	20%	18%	-8%	6%

Exported with one line to a screen: entries from further up
[31] COc1ccc(CN(C(=O)c2nsc(Cl)c2Cl)C(C(=O)NC2CCCC2)c2ccc(C)cc2)cc1 (stereo not given)
[32] COc1ccc(C2/C=C\CN(S(=O)(=O)c3ccc(-c4ccccc4)cc3)CC(=O)N2Cc2ccc(F)cc2)cc1 (stereo not given)
[33] O=C(CSCc1ccc(Cl)cc1)N/N=C/c1ccc(OCC(=O)Nc2ccccc2)cc1
[34] CCN1C(=O)/C(=C\c2ccncc2)SC1=Nc1ccc(C)c(C)c1
[35] CC(C)(C)c1ccc(C(=O)NC(Cc2ccccc2)C(=O)O)cc1 (stereo not given)
[36] O=C(O)CSc1c(-c2cccs2)[nH]c2ccccc12
[37] COc1ccc(NC(=O)c2[nH]c(C)c(C(C)=O)c2C)cc1
[38] CN(CCc1ccccn1)C(=O)CCC1CCCN(C(=O)c2n[nH]c3c2CCCC3)C1 (stereo not given)
[39] CCCCn1c(=O)c2[nH]c(C34CC5CC(CC3C5)C4)nc2n(CCCO)c1=O
[40] COc1ccc2nc(-c3ccccc3)cc(OC)c2c1
Screen / compound no.	31	32	33	34	35	36	37	38	39	40
SMN2 splice enh	-37%[inhibitor]	.	4%	-110%[inhibitor]	1%	-11%	.	.	.	?
KinaseGlo FLuc	-3%	.	-2%	-2%	1%	0%	3%	.	-4%[39.9 µM]	-4%
HTT cytoprotect	10%[10 µM]	11%[10 µM]	-7%	1%[0.074 µM]	-10%	25%[10 µM]	-66%[inhibitor]	-43%[inhibitor]	-122%[inhibitor]	-9%[0.074 µM]
HTT aggregate	-15%	-17%[9.22 µM]	31%	?	8%	18%	5%	11%	.	20%
CBFb RUNX1 block	7%	10%&11%	5%	-20%	3%	3%	13%	8%	9%	18%
LMNA splice mod	-27%	.	16%	4%	19%	-1%	.	.	.	-8%
IMPase Li inh	4%	.	15%[38.3 µM]	8%	-17%[38.3 µM]	2%	7%	.	6%	6%

New compounds follow:
#	canonical_smiles	SMN2 splice enh	KinaseGlo FLuc	HTT cytoprotect	HTT aggregate	CBFb RUNX1 block	LMNA splice mod	IMPase Li inh
41	c1ccc(-n2nnnc2NC2CCCCC2)cc1	-17%	1%	-6%[10 µM]	?	10%	-10%	-1%
42	CCOC(=O)CSc1nc(CC)nc2ccccc12	-8%	0%	-2%	-8%	5%	-3%	?
43	O=C(OCc1cc2ccccc2[nH]c1=O)c1cccs1	-4%	1%	-24%[10 µM]	-5%	-6%	-12%	2%
44	Cc1nc(SCC(O)CCl)c([N+](=O)[O-])[nH]1 (stereo not given)	-5%	2%	11%[10 µM]	3%	3%	-2%	4%
45	CC(=O)c1ccccc1OCCOCCOCCOc1ccccc1C(C)=O	.	-2%	-43%[10 µM]	-3%[9.22 µM]	5%	?	-2%
46	O=C(CSc1nnc(Cn2c(=O)sc3ccccc32)n1-c1ccccc1)NCc1ccco1	7%	1%	8%	-20%	0%	-3%	-5%
47	COc1ccc(C(=O)/C=C(\C)Nc2ccc(NC(C)=O)cc2)cc1	-17%	-1%	-5%	0%	0%	9%	13%[38.3 µM]

Screens from PubChem BioAssay.
